Compound activity as filed in PubChem BioAssay.
FLuc counter – firefly luciferase modulation, counter-screen for miR-21 project. hit rate 6.9% among 360,000. Potency, µM (doses to about 57.5 µM), for the others: top-dose activity change, negative = inhibition, actives largely listed as inhibitors. purified FLuc, Km substrates, luminescence inhibition;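 note: potency is the fitted concentration of half-maximal effect; plate controls were vehicle for no effect and reference inhibitor for full effect; nearly all actives have a fitted effect of over 55% in size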
Target sequence (P08659 whole entry, looked up): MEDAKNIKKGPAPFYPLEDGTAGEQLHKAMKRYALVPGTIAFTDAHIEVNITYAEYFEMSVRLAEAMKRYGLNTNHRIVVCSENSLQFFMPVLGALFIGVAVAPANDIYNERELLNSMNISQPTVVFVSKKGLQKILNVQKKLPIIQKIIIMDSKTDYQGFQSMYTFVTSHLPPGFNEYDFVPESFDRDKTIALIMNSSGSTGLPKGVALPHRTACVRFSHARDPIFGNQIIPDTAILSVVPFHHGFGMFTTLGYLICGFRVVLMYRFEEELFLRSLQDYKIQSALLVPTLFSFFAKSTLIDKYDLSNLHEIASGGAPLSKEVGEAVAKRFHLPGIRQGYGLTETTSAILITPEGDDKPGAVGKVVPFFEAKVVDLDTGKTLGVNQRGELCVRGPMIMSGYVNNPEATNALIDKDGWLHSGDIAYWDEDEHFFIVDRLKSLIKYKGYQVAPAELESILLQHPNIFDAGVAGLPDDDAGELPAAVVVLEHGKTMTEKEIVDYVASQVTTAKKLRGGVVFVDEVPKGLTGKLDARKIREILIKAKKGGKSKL
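Biochemical qHTS of compounds, final roughly 60 µM downward over six points, against 10 nM purified firefly luciferase using Km concentrations of substrates (10 uM D-luciferin, 10 uM ATP) in Tris acetate pH 7.5 buffer; luminescence output.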
BRCA1 expr act – activators of BRCA1 expression | MCF7-BRCA1-FFLuc reporter, luminescence, 48 h; response scale: scaled: vehicle 0%, 10 µM genistein 100% | Potency, µM (highest dose often 46.1 µM), without a hit: top-dose activation, hits mostly activators | hit rate 1.1% among 380,000 | AID 624202; note: potency is the fitted concentration of half-maximal effect; nearly all actives have a fitted effect of over 80% in size; some results filed as inactive show a strong effect at the top dose
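Using MCF7 cells harboring a BRCA1 firefly luciferase reporter, plated 2 h before compound pinning, the screen measured luminescence after 48 h incubation. Responses were normalized to DMSO and 10 microM genistein, then fitted for concentration-effect.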
VP16 counter – inhibits Gal4-VP16 luciferase reporter, ROR gamma counter-screen; Drosophila S2 Gal4-VP16 UAS-luciferase, luminescence, 20 h; Potency, µM (highest dose often 53.6 µM), for inactives: at the highest dose activity, negative = inhibition, actives largely listed as inhibitors; AID 2546; hit rate 3.5% among 310,000;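 note: Gal4-VP16 expression switched on by copper sulfate through the metallothionein promoter; potency is the fitted concentration of half-maximal effect; % is set by controls: 0 for no effect and ±100 for the full control effect; nearly all actives have a fitted effect of over 50% in size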
RORgamma inh – blocks mouse ROR gamma transcriptional activity; hit rate 5.4% among 310,000; Potency, µM (series often up to 53.6 µM), for the others: at the highest dose activity change, negative = inhibition, usual class: inhibitors; Drosophila S2 Gal4-RORgamma UAS-luciferase reporter, 20 h; P51450; note: potency is the fitted concentration of half-maximal effect; % is set by controls: 0 for no effect and ±100 for the full control effect; nearly all actives have a fitted effect of over 60% in size
Target sequence (P51450 whole entry, looked up, the tested form may be a part): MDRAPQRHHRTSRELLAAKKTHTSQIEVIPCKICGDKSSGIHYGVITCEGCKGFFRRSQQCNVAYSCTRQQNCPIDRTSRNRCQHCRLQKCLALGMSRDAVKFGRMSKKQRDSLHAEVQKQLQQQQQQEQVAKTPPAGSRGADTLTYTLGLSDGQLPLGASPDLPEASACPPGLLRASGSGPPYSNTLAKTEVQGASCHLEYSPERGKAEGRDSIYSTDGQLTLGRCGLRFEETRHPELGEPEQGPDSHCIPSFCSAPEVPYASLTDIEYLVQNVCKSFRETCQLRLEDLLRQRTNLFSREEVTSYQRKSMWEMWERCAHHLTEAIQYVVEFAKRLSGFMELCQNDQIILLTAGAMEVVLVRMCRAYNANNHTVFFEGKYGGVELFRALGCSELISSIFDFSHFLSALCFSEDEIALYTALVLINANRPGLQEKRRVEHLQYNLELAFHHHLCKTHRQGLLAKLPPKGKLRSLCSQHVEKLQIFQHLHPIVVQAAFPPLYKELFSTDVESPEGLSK
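Drosophila Schneider cells stably carrying a metallothionein-driven Gal4 DBD–ROR gamma fusion and a UAS-Photinus luciferase reporter were exposed to compound for 1 hr, then induced with copper sulfate (700 uM final) for 20 hr at ambient temperature before luminescence reading.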
p53 reactivation – re-activators of mutant p53 | H1299 p53-A138V BP100-luciferase reporter, luminescence, 24 h | hit rate 0.063% among 320,000 | Potency, µM (doses to about 92.2 µM), for the others: at the top dose activity change, positive = activation, hits mostly activators; note: potency is the fitted concentration of half-maximal effect; % of control where 0% means no effect; nearly all actives have a fitted effect of over 45% in size
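p53-null H1299 cells stably carrying temperature-sensitive p53-A138V and a BP100-luciferase reporter were pinned with compounds (4-point, 1:5 series) and held 24 hrs at 37 deg C. Luminescence was read 10 min after detection reagent.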
Menin MLL FP TR – menin-MLL binding inhibition, Texas Red mutant peptide; Menin + Texas Red MLL mutant peptide, fluorescence polarization; hit rate 0.23% among 270,000; AID 1768; Potency, µM (top dose mostly 61.6 µM), inactives show top-dose FP activity change, negative = inhibition, most hits filed as inhibitors; active = well fitted inhibition curve with a large enough effect in the polarisation, with a control signal flat, not every such curve was filed as active; inconclusive = small, poorly fitted or top-dose-only effect, or effect the other way, or a change in a side signal; inactive = no such curve, though single readings can be large or run the other way; the % refers to the polarisation; note: potency is the fitted concentration of half-maximal effect; % of control where 0% means no effect; many of its hits are not listed in these tables
PKM2 act – increases activity of human pyruvate kinase M2 | hit rate 0.34% among 260,000 | Potency, µM (top dose mostly 57.5 µM), for the others: at the top dose activation, usual class: activators | P14618 | purified PKM2, Kinase-Glo ATP luminescence, activation; response scale: 0% is enzyme alone, no compound; note: potency is the fitted concentration of half-maximal effect; % is set by controls: 0 for no effect and ±100 for the full control effect; nearly all actives have a fitted effect of over 55% in size
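hPK-M2, >95% pure; 0.1 mM ADP / 0.5 mM PEP final; imidazole pH7.2 buffer w/ 7 mM MgCl2, 50 mM KCl; 1 h RT; Kinase-Glo lum. Intermediate enzyme activity for dual inhibitor/activator qHTS.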
ELG1 genotoxic – inducers of genotoxicity in HEK293T ELG1-luciferase cells; HEK293T ELG1-luciferase reporter, luminescence, 16 h; Potency, µM (highest dose often 46 µM), for inactives: at the top dose activity change, positive = activation, usual class: activators; hit rate 1.3% among 330,000; AID 504466; note: potency is the fitted concentration of half-maximal effect; % of control where 0% means no effect; nearly all actives have a fitted effect of over 60% in size
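Quantitative HTS format in 1536-well plates. HEK293T ELG1-luciferase reporter cells receive test compound and are incubated 16 hr at 37 °C, 5% CO2; ONE-Glo added, 30 min room temperature, then luminescence read.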
Giardia kill – Giardia lamblia killing. Giardia lamblia trophozoite viability. activity change, % at 7.66 µM, hits read low. hit rate 0.15% among 340,000. AID 540267; in the data active = activity change below about -80%; inconclusive = between about -30% and that limit;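 note: parasites exposed to compound for two days anaerobically before the ATP read; % is set by controls: 0 for no effect and ±100 for the full control effect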
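Each well holds 100 Giardia trophozoites and compound. After two days (48 hrs) at 37 deg C in anaerobic conditions, ATP is quantified by luminescence.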
Rab9 prom act – activators of Rab9 promoter. Huh7 Rab9 promoter-luciferase reporter, luminescence, 24 h. Potency, µM (highest dose often 9.22 µM), for the others: at the highest dose activation, negative = inhibition, most hits filed as activators. hit rate 2.8% among 320,000; note: potency is the fitted concentration of half-maximal effect; % of control where 0% means no effect; nearly all actives have a fitted effect of over 60% in size
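Luciferase signal after 10 min detection reagent at ambient indicates Rab9 promoter upregulation; stably transfected Huh7 cells were treated 24 h with compound in DMSO at 37 °C, 5% CO2.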
NPC1 promoter act – activators of NPC1 promoter; Huh7 NPC1 promoter luciferase reporter, 24 h; Potency, µM (titrated, usually from 9.22 µM), without a hit: at the highest dose activation, hits mostly activators; hit rate 2.4% among 320,000;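 note: potency is the fitted concentration of half-maximal effect; % of control where 0% means no effect; nearly all actives have a fitted effect of over 60% in size; reporter is driven by a mutant NPC1 promoter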
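Cells: Huh7 expressing luciferase under the NPC1 promoter, 1500/well. Seeded 2 h, compound added, incubated 24 h at 37 °C. Luciferase reagent, 10 min ambient, then luminescence.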
* marks the source's active call; other numbers are inactive results; u = inconclusive; x = no result given; [ ] = another dose, or the depositor's remark. Unless noted, calls come from the whole dose curve; as a rule, active = well fitted curve in the direction sought with a large enough effect; inconclusive = small, poorly fitted or top-dose-only effect, or another doubt; inactive = no such curve, though single readings can be large; an effect the other way counts as inactive or inconclusive. An excerpt, so the mix of outcomes need not match the whole.

#	SMILES	FLuc counter	BRCA1 expr act	VP16 counter	RORgamma inh	p53 reactivation	Menin MLL FP TR	PKM2 act	ELG1 genotoxic	Giardia kill	Rab9 prom act	NPC1 promoter act
1	O=C(O)c1cc(S(=O)(=O)NC(Cc2c[nH]c3ccccc23)C(=O)O)ccc1Cl (stereo not drawn)	-3.4%	-32.0%	-2.8%	4.2%	-1.3%	u	x	1.3%	-14.9	-3.7%	-4.9%
2	CNc1c(NS(=O)(=O)c2ccc(OC)c(Cl)c2)c(=O)oc2ccccc12	-1.0%	-8.6%	-2.1%	6.1%	-4.2%	-1.7%	x	-1.0%[9.26 µM]	20.6	-1.7%	-3.9%
3	C=CCn1c(=O)c(C(=O)NCCNCC)c(O)c2ccccc21	0.5%	-2.1%	-6.7%	-41.3%	-2.7%	-0.8%	-5.1%	-0.9%	-15.4	-7.6%	0.4%
4	COc1ccc2cc(CCC(C)=O)ccc2c1	u	u	27.4%	u	x	3.2%	0.1%	x	-3.5	u	u
5	CCC(C)[C@H](NC(=O)N1CCCC1)C(=O)O (stereo partly drawn)	2.1%	-4.2%	7.7%	4.3%	6.8%	-3.4%	-0.1%	-1.9%	-2.0	26.1%	-3.9%
6	CCOC(=O)N1CCC(N2Cc3cccc(C(=O)Nc4ccc(OC)c(OC)c4)c3C2=O)CC1	15.1µM*	1.6%	4.1%	-4.5%	-1.4%	5.7%[11.7 µM]	1.0%	-11.9%	-12.3	4.6%	7.6%
7	COc1ccc(CCNC(=S)Nc2cccc(C)c2)cc1	1.6%	14.5%	10µM*	7.08µM*	-1.2%	1.8%	-1.3%	-2.6%	-23.0	-6.5%	-0.3%
8	CC(=O)Nc1ccc(Nc2ccc3nonc3c2[N+](=O)[O-])cc1	-2.9%	4.6%	-2.0%	6.8%	-4.7%	-1.2%	x	-2.4%	-29.5	1.6%	-0.4%
9	COc1ccccc1-n1nnnc1SCC(=O)Nc1ccccn1	-9.4%	2.0%	-0.6%	27.9%	-5.5%	-18.4%	-15.2%	2.1%	-6.2	-1.6%	-0.1%
10	COc1cc(OC)cc(C(=O)NCCSCc2ccc(Cl)cc2)c1	3.1%	-2.6%	-7.1%	18.3%	0.6%	4.8%	0.0%[11.5 µM]	-11.7%	-23.8	0.4%	-3.1%
11	O=C(Nc1cccc(-n2cnnn2)c1)c1cccc(Cl)c1	-0.5%	-7.6%	6.9%	20.8%	-14.0%	25.7%	x	1.5%	-4.7	-1.9%	0.7%
12	COc1ccc(N2CCN(C(=O)Cn3c(=O)[nH]c4ccccc4c3=O)CC2)cc1	-0.2%	x	0.5%	21.5%	2.5%	-12.5%	-7.4%	-4.8%	x	4.2%	-4.8%
13	Cc1cc(C)c(C)c(OCCN2CCOCC2)c1	0.5%	-19.5%	x	x	x	0.0%	-4.3%	5.5%	-4.6	-0.5%	-1.3%
14	CCCOc1ccc(C(=O)NCC(C)(C)N2CCOCC2)cc1	-1.2%	2.3%	0.8%	26.2%	1.1%	-14.4%	3.3%	0.1%	-1.4	1.2%	-12.9%
15	C=CCNC(=S)NCC1COc2ccccc2O1 (stereo not drawn)	-1.7%	6.4%	-22.7%	11.2µM*	8.3%	0.6%	-0.4%	-0.5%	-4.4	-7.4%	-2.2%
16	COC(CNc1ccc([N+](=O)[O-])c(NCC(OC)OC)c1C#N)OC	5.8%	-0.6%	-1.5%	4.5%	-4.8%	x	-1.4%	-1.2%	14.2	-7.9%	-1.2%
17	O=C(CSc1ncccn1)N1CCC(Cc2ccccc2)CC1	-5.7%	3.0%	-0.4%	u	-3.0%	0.2%	-4.4%	-7.2%	-2.6	-4.9%	1.0%
18	O=C(CCn1c(=O)c2sccc2n(Cc2cc(=O)n3ccccc3n2)c1=O)NCc1ccco1	1.6%	-1.6%	6.7%	3.2%	-2.1%	1.4%	-1.6%	0.4%	10.9	15.7%	-2.9%
19	O=C(O)c1ccc(OCC(O)Cn2c3ccccc3c3ccccc32)cc1 (stereo not drawn)	u	-7.0%	-2.3%	u	-4.1%	x	2.2%	-0.1%	-21.9	-5.2%	-0.5%
20	Cn1cc([N+](=O)[O-])c(C(=O)N/N=C/c2ccccc2)n1	-6.0%	32.6%	-10.1%	-18.9%	7.1%	12.9%	4.5%	2.1%	4.8	1.0%	-3.0%
21	NC(=O)C1CCN(c2nc(-c3ccccc3)nc3c2oc2ccccc23)CC1	7.2%	40.8%	-0.8%	-11.4%	-1.4%	4.5%	3.7%	-6.0%	-12.7	-7.9%	-5.7%
22	Cc1ccc(CNC2CCCCC2)s1	0.7%	-9.6%	-2.2%	10.7%	x	2.5%	0.6%[11.5 µM]	-5.2%	8.4	-1.8%	-5.1%
23	Cn1c(SC/C=C/c2ccccc2)nnc1-c1cnccn1	1.1%	-4.3%	x	-4.8%[0.365 µM]	10.1%	-17.8%	-1.1%	-2.3%	-10.7	-1.6%	-2.8%
24	Cc1cc(C)nc(SCCC(=O)Nc2ccc(F)cc2)n1	4.4%	3.5%	2.2%	-22.5%	0.5%	u	x	0.4%	7.4	-3.6%	0.0%
25	CN1C(=O)CSC1=NC12CC3CC(CC(C3)C1)C2	-2.4%	-2.0%	-4.8%	-2.6%	-2.2%	u	-14.7%	-8.1%	-8.7	-5.2%	0.6%

In the list so far, these contain a thiophene ring, fused or not.
#	SMILES	FLuc counter	BRCA1 expr act	VP16 counter	RORgamma inh	p53 reactivation	Menin MLL FP TR	PKM2 act	ELG1 genotoxic	Giardia kill	Rab9 prom act	NPC1 promoter act
18	O=C(CCn1c(=O)c2sccc2n(Cc2cc(=O)n3ccccc3n2)c1=O)NCc1ccco1	1.6%	-1.6%	6.7%	3.2%	-2.1%	1.4%	-1.6%	0.4%	10.9	15.7%	-2.9%
22	Cc1ccc(CNC2CCCCC2)s1	0.7%	-9.6%	-2.2%	10.7%	x	2.5%	0.6%[11.5 µM]	-5.2%	8.4	-1.8%	-5.1%

(next part)
#	SMILES	FLuc counter	BRCA1 expr act	VP16 counter	RORgamma inh	p53 reactivation	Menin MLL FP TR	PKM2 act	ELG1 genotoxic	Giardia kill	Rab9 prom act	NPC1 promoter act
26	COc1cc(S(=O)(=O)N2CCOCC2)cc(C(=O)OCC(=O)NC2CCCCC2)c1OC	-0.1%	0.9%	x	x	-5.1%	x	x	1.6%	-1.3	1.6%	-2.6%
27	COC(=O)c1c(NC(=O)CN2CCN(c3ccccc3OC)CC2)c2c(C)cccc2n1C	1.7%	x	-14.9%	16.0%	-6.2%	-20.4%	-13.9%	-5.9%	x	-7.0%	-0.1%
28	N#CCCN(C(=O)COC(=O)c1cc2ccccc2oc1=O)c1ccccc1	1.3%	8.9%	x	x	u	x	x	-3.9%	9.3	2.1%	4.5%
29	CC1=C(C(=O)OCc2ccc3c(c2)OCO3)C(c2ccccc2)NC(=O)N1 (stereo not drawn)	0.1%	-63.2%	0.6%	-1.1%	1.3%	1.1%	-4.5%	-23.2%	4.0	2.3%	-1.7%
30	COc1ccc(CN2CCCC(C(=O)Nc3cccc(-n4cccn4)c3)C2)cc1 (stereo not drawn)	2.8%	-7.3%	-2.6%	-7.7%	5.8%	x	x	-6.3%	1.7	-2.4%	20.4%
31	Cc1nc2ccc(NC(=O)c3ccc(Cl)c([N+](=O)[O-])c3)cc2s1	-1.5%	25.4%	u	24.6%	u	-0.2%	-6.2%	3.5%	-14.0	-2.3%	1.8%
32	CC1CN(C(=O)c2cc3cc(F)ccc3[nH]2)CC(C)O1 (stereo not drawn)	u	-27.5%	16.6%	1.9%	-3.5%	12.2%	x	1.0%	-12.3	-0.9%	-2.1%
33	O=C(NCc1ccc(C(F)(F)F)cc1)C1CC(c2c(Cl)cccc2Cl)=NO1 (stereo not drawn)	-1.2%	-15.7%	6.7%	u	-8.4%	-23.6%	2.9%	-6.2%	12.2	3.1%	-3.6%
34	CC(C(=O)Nc1ccccc1C(=O)N1CCOCC1)N(c1ccccc1)S(C)(=O)=O (stereo not drawn)	0.1%	-4.3%	-0.1%	22.6%	1.9%	16.1%	2.0%	0.0%	-9.4	-6.9%	-0.2%
35	COc1ccc(C(=O)N/N=C(\C)CC(=O)Nc2ccccn2)cc1OC	4.2%	-8.2%	-6.3%	-41.8%	-1.1%	-2.5%	x	-0.6%	11.3	-0.9%	0.6%
36	CCCC(=O)C1=C(O)C(C(=O)OC)C(C)(C)CC1=Nc1ccncc1 (stereo not drawn)	-1.2%	-0.8%	3.8%	-18.5%	-23.5%	0.0%	-5.9%	0.3%	2.5	-3.5%	3.5%
37	Cc1cccc(N2CCN(C(=O)N3CCOCC3)CC2)c1C	3.1%	-11.7%	13.9%	15.9%	1.3%	1.4%	10.3%	-1.8%	-9.7	-3.2%	-4.2%
